BRCA1 expr up = BRCA1 expression activation | actives 1.1% (n = 380,000) | AID 624202 | Potency, µM (highest dose often 46.1 µM), for the others: at the highest dose activation, hits mostly activators | MCF7-BRCA1-FFLuc reporter, luminescence, 48 h; response scale: scaled: vehicle 0%, 10 µM genistein 100%; further: potency means the concentration at half of the fitted maximal effect; nearly all actives have a fitted effect of over 80% in size; some results filed as inactive show a strong effect at the top dose
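Activators of BRCA1 expression were detected as increased firefly luciferase luminescence in engineered MCF7 cells after 48 h compound incubation. Signals were scaled to genistein 10 microM as full activation.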
Tb PFK block = blocks T. brucei phosphofructokinase. Potency, µM (highest dose often 57.5 µM), for the others: at the highest dose activity, negative = inhibition, usual class: inhibitors. actives 0.17% (n = 330,000). O15648. T. brucei PFK, ADP-Glo luminescence;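 further: potency means the concentration at half of the fitted maximal effect; 0% = uninhibited 1x PFK enzyme wells and -100% = no-enzyme wells; nearly all actives have a fitted effect of over 60% in size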
Target sequence (O15648 whole entry, looked up): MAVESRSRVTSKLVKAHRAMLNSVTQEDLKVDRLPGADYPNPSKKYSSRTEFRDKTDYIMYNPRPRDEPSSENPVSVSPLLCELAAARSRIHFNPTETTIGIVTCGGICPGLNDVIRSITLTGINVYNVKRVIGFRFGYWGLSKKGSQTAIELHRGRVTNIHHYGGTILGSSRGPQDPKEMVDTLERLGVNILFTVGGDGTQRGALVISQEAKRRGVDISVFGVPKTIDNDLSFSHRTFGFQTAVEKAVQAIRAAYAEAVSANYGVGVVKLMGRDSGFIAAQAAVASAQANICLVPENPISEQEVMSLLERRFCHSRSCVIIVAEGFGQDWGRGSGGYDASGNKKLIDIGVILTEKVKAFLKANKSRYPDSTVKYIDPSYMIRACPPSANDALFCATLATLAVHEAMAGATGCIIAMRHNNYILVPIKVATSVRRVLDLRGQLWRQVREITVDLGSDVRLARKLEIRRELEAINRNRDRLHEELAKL
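In TEA buffer at pH 8.0 with 5 mM MgCl2, enzyme (1.25 nM) converted F6P (0.5 mM) and ATP (0.1 mM) for 45 min at room temperature. ADP product was read by luciferase luminescence.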
ELG1 repair inh = blocks ELG1-dependent DNA repair in HEK293T cells; HEK293T ELG1-luciferase reporter, luminescence, 16 h; DNA damage induced by 5-fluorouridine; Potency, µM (doses to about 46.1 µM), for the others: top-dose activity change, negative = inhibition, hits mostly inhibitors; actives 2.3% (n = 330,000); AID 504467; further: potency means the concentration at half of the fitted maximal effect; on the % scale 0 is the no-effect control and ±100 the full control effect; nearly all actives have a fitted effect of over 55% in size
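Overnight (16 hr) co-exposure of 2,000 cells/well to 5-fluorouridine and compound at 37 °C preceded detection. Luciferase was quantified via ONE-Glo luminescence; loss of signal denotes inhibition.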
TRPV1 agonist = human TRPV1 agonism; AID 540275; Q8NER1; TRPV1-expressing cells, Fluo-8 calcium influx, agonist mode; activation, % at 8.33 µM; actives 0.19% (n = 320,000); in the data active means activation above about 80%; inconclusive means between about 30% and that limit; further: 0% is about no effect
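TRPV1-expressing cells were cultured overnight at 35.5C and loaded with Fluo-8 calcium dye for 40 to 90 min at room temperature. After a 10 s baseline, compound was added and calcium influx was read kinetically for 3 min (ex 480/em 520 nm).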
Rab9 prom act = Rab9 promoter activation; Huh7 Rab9 promoter-luciferase reporter, luminescence, 24 h; Potency, µM (doses to about 9.22 µM), inactives show at the top dose activation, negative = inhibition, hits mostly activators; actives 2.8% (n = 320,000); AID 485297; further: potency means the concentration at half of the fitted maximal effect; % of control where 0% means no effect; nearly all actives have a fitted effect of over 60% in size
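Using Huh7 cells stably transfected with Rab9 promoter–luciferase, compounds were incubated 24 h at 37 °C, 5% CO2; luciferase luminescence was read 10 min after reagent addition.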
VP16 counter = inhibits Gal4-VP16 luciferase reporter, ROR gamma counter-screen | Drosophila S2 Gal4-VP16 UAS-luciferase, luminescence, 20 h | Potency, µM (highest dose often 53.6 µM), for the others: at the top dose activity, negative = inhibition, hits mostly inhibitors | actives 3.5% (n = 310,000);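 further: Gal4-VP16 expression switched on by copper sulfate through the metallothionein promoter; potency means the concentration at half of the fitted maximal effect; on the % scale 0 is the no-effect control and ±100 the full control effect; nearly all actives have a fitted effect of over 50% in size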
p53 reactivator = restores transcriptional activity of mutant p53. actives 0.063% (n = 320,000). AID 504706. H1299 p53-A138V BP100-luciferase reporter, luminescence, 24 h. Potency, µM (titrated, usually from 92.2 µM), without a hit: at the highest dose activity change, positive = activation, actives largely listed as activators; further: potency means the concentration at half of the fitted maximal effect; % of control where 0% means no effect; nearly all actives have a fitted effect of over 45% in size
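H1299 (p53-null), stable ts p53-A138V + BP100-Luc; 1000 cells/well, Opti-MEM/10% FBS; cpd 4 pt, 1:5; 24 h, 37 deg C, 5% CO2; detection reagent 10 min RT; luminescence.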
FLuc modulator = firefly luciferase modulation, counter-screen for miR-21 project; AID 588342; actives 6.9% (n = 360,000); purified FLuc, Km substrates, luminescence inhibition; P08659; Potency, µM (top dose mostly 57.5 µM), for the others: top-dose activity change, negative = inhibition, hits mostly inhibitors;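 further: potency means the concentration at half of the fitted maximal effect; plate controls were vehicle for no effect and reference inhibitor for full effect; nearly all actives have a fitted effect of over 55% in size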
Target sequence (P08659 whole entry, looked up): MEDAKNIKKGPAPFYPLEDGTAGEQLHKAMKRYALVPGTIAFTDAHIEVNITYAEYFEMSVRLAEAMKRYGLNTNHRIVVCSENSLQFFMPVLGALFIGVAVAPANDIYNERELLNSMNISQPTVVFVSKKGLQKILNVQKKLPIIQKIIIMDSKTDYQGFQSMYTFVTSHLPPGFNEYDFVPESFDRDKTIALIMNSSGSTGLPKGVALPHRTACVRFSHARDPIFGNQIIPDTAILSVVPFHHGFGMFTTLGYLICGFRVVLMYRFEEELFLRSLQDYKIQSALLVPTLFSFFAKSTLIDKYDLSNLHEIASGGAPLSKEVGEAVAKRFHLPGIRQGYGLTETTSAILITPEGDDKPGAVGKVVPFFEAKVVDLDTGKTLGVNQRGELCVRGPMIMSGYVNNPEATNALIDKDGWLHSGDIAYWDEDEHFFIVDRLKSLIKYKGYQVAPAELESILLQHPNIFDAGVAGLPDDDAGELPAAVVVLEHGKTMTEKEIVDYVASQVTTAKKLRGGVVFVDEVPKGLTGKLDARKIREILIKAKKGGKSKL
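Biochemical qHTS of compounds, final roughly 60 µM downward over six points, against 10 nM purified firefly luciferase using Km concentrations of substrates (10 uM D-luciferin, 10 uM ATP) in Tris acetate pH 7.5 buffer; luminescence output.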
NPC1 promoter act = activates the NPC1 promoter. Huh7 NPC1 promoter luciferase reporter, 24 h. Potency, µM (titrated, usually from 9.22 µM), for the others: at the highest dose activation, usual class: activators. actives 2.4% (n = 320,000). AID 485313;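 further: potency means the concentration at half of the fitted maximal effect; % of control where 0% means no effect; nearly all actives have a fitted effect of over 60% in size; reporter is driven by a mutant NPC1 promoter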
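Luminescence from an NPC1 promoter-driven luciferase reporter in stably transfected Huh7 cells was measured after 24 h compound treatment at 37 °C, followed by 10 min ambient incubation with luciferase detection reagent.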
ELG1 genotox = inducers of genotoxicity in HEK293T ELG1-luciferase cells | HEK293T ELG1-luciferase reporter, luminescence, 16 h | Potency, µM (doses to about 46 µM), inactives show top-dose activity change, positive = activation, hits mostly activators | actives 1.3% (n = 330,000); further: potency means the concentration at half of the fitted maximal effect; % of control where 0% means no effect; nearly all actives have a fitted effect of over 60% in size
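Screening used a luciferase reporter fused to human ELG1 in HEK293T cells. Luminescence was read on a CCD plate imager after 16 hr exposure and 30 min ONE-Glo incubation.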
RORg inh = ROR gamma (mouse) transcription inhibition | P51450 | Drosophila S2 Gal4-RORgamma UAS-luciferase reporter, 20 h | Potency, µM (top dose mostly 53.6 µM), for the others: at the highest dose activity change, negative = inhibition, usual class: inhibitors | actives 5.4% (n = 310,000) | AID 2551; further: potency means the concentration at half of the fitted maximal effect; on the % scale 0 is the no-effect control and ±100 the full control effect; nearly all actives have a fitted effect of over 60% in size
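Stable Schneider cell line, Gal4 DNA-binding domain fused to ROR gamma, UAS-luciferase. Cmpd 1 hr RT → CuSO4 700 uM final → 20 hr RT → luciferase reagent 10 min → luminescence.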
Numbers without * were called inactive; ? = inconclusive; . = no result given; & = joins results of further samples; [ ] = remark or other dose. Unless noted, the call rests on the fitted dose curve; in most records, active means well fitted curve in the direction sought with a large enough effect; inconclusive means small, poorly fitted or top-dose-only effect, or another doubt; inactive means no such curve, though single readings can be large; an effect the other way counts as inactive or inconclusive.

The line under a structure holds: BRCA1 expr up, Tb PFK block, ELG1 repair inh, TRPV1 agonist, Rab9 prom act, VP16 counter, p53 reactivator, FLuc modulator, NPC1 promoter act, ELG1 genotox, RORg inh
COc1ccc(NC(=O)c2ccco2)cc1NC(=O)c1cc2ccccc2o1
→ -51%, 3%, ?, ?, 10%, 1%, 2%, -3%, -2%, -14%, 12%
O=C(Nc1ccc2c(c1)OCO2)C1CC(=O)N(CCc2ccccc2)C1 (stereo not given)
→ 33%, -18%, 1%, ?, -5%, 0%[10 µM], -2%, -12%, 6%, -14%, 20%
CN(C(=O)c1ccno1)c1nnc(-c2cnccn2)s1
→ 18%, -15%, ?, -2, -2%, 0%, 8%, -6%, 9%, 25%, -16%
Cc1[nH]c2c(ccc3ccccc32)c1C1C(CCN)C1(C)C (stereo not given)
→ -53%, 1%, -8%, -1, -3%, -3%, -5%, -2%, -3%, 4%, -7%
COc1ccc(C(=O)c2ccc(OC)c(OC)c2)cc1
→ 13%, 3%, ?, 22, 8%, 7%, 1%, -11%, 0%, 15%, 13%
O=C(Nc1cccc(S(=O)(=O)N2CCCCCC2)c1)c1ccc2ccccc2n1
→ -14%, -5%, 6%, 4, 16%, ?, ?, ?, 12%, -1%, ?
COc1ccc(CNC(=O)CN(Cc2ccccc2)C(=O)CCC(=O)Nc2nccs2)cc1
→ -7%, 0%, -18%, 5, 6%, 3%, -4%, 0%, 0%, -4%, -35%
CC(=O)N1CCC2(CC1)CC(=O)c1cc(OCC(=O)N3CCOCC3)ccc1O2
→ -3%, 0%, 2%, 3, -1%, -2%, 1%, 3%, -3%, -11%, -6%
CC(=O)Oc1ccc(C(=O)Nc2nnc(C)s2)cc1
→ ?, 1%, ?, -4, 21%, 3%, 15%, 21µM*, 25%, ?, 1%
Cc1ccc(N(C(=O)c2cc3ccccc3oc2=O)C2C=CS(=O)(=O)C2)cc1 (stereo not given)
→ 0%, 0%, 5%, 3, -1%, -3%, ?, -2%, 0%, 8%, ?
Cn1cnc(S(=O)(=O)Nc2ccc(Cl)c(C(F)(F)F)c2)c1
→ 0%, 4%, 10%, 3, 1%, 1%, 0%, -1%, 2%, 3%, -10%
Cc1cc(OCC(=O)OCC(=O)NCc2ccc3c(c2)OCO3)ccc1Cl
→ 11%, -5%, ?, 13, -2%, ., 0%, -2%, -2%, 0%, .
CC(C)(C)OC(=O)CN1C(=O)NC2(CCCc3ccccc32)C1=O (stereo not given)
→ -1%, -3%, 4%, -2, 1%, -7%, 2%, -1%, 0%, -2%, 9%
COc1ccnc(Oc2ccc(F)cc2)c1C#N
→ 62%, 0%, ?, 5, 9%, 0%, -2%, -14%, 0%, 9%, -3%
Cc1ccc2sc(NNC(=O)C3COc4ccccc4O3)nc2c1C (stereo not given)
→ 14%, ?, 2%, 0, 2%, 8.9µM*, 9%, 0%, -1%, -2%, 2µM*

Just p53 reactivator, FLuc modulator and ELG1 repair inh, for 2 of the compounds above:
Structure	p53 reactivator	FLuc modulator	ELG1 repair inh
Cc1ccc(N(C(=O)c2cc3ccccc3oc2=O)C2C=CS(=O)(=O)C2)cc1 (stereo not given)	?	-2%	5%
Cn1cnc(S(=O)(=O)Nc2ccc(Cl)c(C(F)(F)F)c2)c1	0%	-1%	10%

(listing goes on)
The line under a structure holds: BRCA1 expr up, Tb PFK block, ELG1 repair inh, TRPV1 agonist, Rab9 prom act, VP16 counter, p53 reactivator, FLuc modulator, NPC1 promoter act, ELG1 genotox, RORg inh
Cn1cc(Br)c(C(=O)N2CCCCCC2)n1
→ 7%, 2%, 12%, 0, 0%, ., ., 6%, -5%, -3%, .
COc1cccc(-n2nnc3c(=O)n(CC(=O)OCc4ccccc4)cnc32)c1
→ 15%, 3%, -4%, -6, 1%, -9%, -1%, 4%, -3%, 1%, -27%
COc1ccc(-c2cc(C)no2)cc1S(=O)(=O)N1CCN(c2ccccn2)CC1
→ -19%, -1%, ?, 1, -7%, -2%, 4%, 2%, -2%, -13%, 41%
CC(=O)Nc1ccc(/C=N/NC(=O)c2cc(-c3ccco3)nc3ccccc23)cc1
→ -38%, -12%, -14%, ., 3%, -17%, 0%, 2.1µM*, 3%, 3%, 2%
Cc1ccc(-c2noc(CCC(=O)Nc3ccccc3N3CCN(C)CC3)n2)cc1
→ -4%, 1%, 9%, 2, -8%, -21%, -11%, -2%, -1%, -2%, -38%
O=C(NC(=S)Nc1nc2c(s1)CCCC2)c1ccc(C(=O)c2ccccc2)cc1
→ -23%, -9%, ?, 2, -1%, ?, 2%, -8%, 6%, 1%, ?
Cc1sc2nc(SCC(=O)NCc3ccco3)n(-c3ccccc3)c(=O)c2c1C
→ -26%, 1%, ?, 9, 0%, -22%, -5%, 1%, 0%, 13%, 7%
COC(=O)c1cc(NC(=O)c2c(Cl)cnn2C)cc(C(=O)OC)c1
→ 3%, 0%, ?, 3, -1%, -11%, 0%, -1%, 0%, -1%, -1%
COc1ccc(C(=O)NNC(=O)c2cnccn2)cc1[N+](=O)[O-]
→ 2%[1.84 µM], 7%, -1%, -3, 0%, 1%, 2%, 7%, 1%, 2%, -15%
CCOc1ccc(OCCNC(=O)c2cc(C3CC3)nc3c2cnn3C(C)C)cc1
→ -41%, -6%, ?, 28, -8%, ., -3%, 3%, -1%, -7%, .
CCc1ccccc1NC(=O)NNC(=O)CCc1ccc(OC)cc1
→ -2%, 3%, 8%, -4, 0%, 1%, 13%, 0%, -5%, 1%, 8%
NS(=O)(=O)c1ccc(-c2ccc(C=C3C(=O)c4ccccc4C3=O)o2)cc1
→ 0%, -1%, 0%, 5, 5%, -12%, ., 0%, -4%, 3%, 2%
C=CCn1c(CSc2nc3ccccc3s2)nnc1SCC(=O)NCc1ccco1
→ -1%, ?, 5%, -3, -3%, -3%, 4%, -13%&0%, -5%, -1%, -24%
COc1ccc(CSc2nnnn2-c2ccccc2)cc1
→ 11%, 1%, -4%, 12, -4%, 4%, 2%, -1%, -2%, 2%, ?
S=C(NC1CCCCC1)N1CCN(c2ncccn2)CC1
→ -10%, 0%, -15%, -2, -3%, -6%, 3%, -4%, -1%, 3%, -4%

Record cards (already shown). Values in the order: BRCA1 expr up, Tb PFK block, ELG1 repair inh, TRPV1 agonist, Rab9 prom act, VP16 counter, p53 reactivator, FLuc modulator, NPC1 promoter act, ELG1 genotox, RORg inh
C=CCn1c(CSc2nc3ccccc3s2)nnc1SCC(=O)NCc1ccco1 reads -1%, ?, 5%, -3, -3%, -3%, 4%, -13%&0%, -5%, -1%, -24%
O=C(Nc1ccc2c(c1)OCO2)C1CC(=O)N(CCc2ccccc2)C1 (stereo not given) reads 33%, -18%, 1%, ?, -5%, 0%[10 µM], -2%, -12%, 6%, -14%, 20%

The list goes on:
The line under a structure holds: BRCA1 expr up, Tb PFK block, ELG1 repair inh, TRPV1 agonist, Rab9 prom act, VP16 counter, p53 reactivator, FLuc modulator, NPC1 promoter act, ELG1 genotox, RORg inh
COc1c(F)c(F)c(C(=O)O)c(Nc2cc(C)cc(C)c2)c1F
→ 0%, -3%, 2%, 1, -1%, -5%, 2%, ?, -1%, 0%, 8%
Cc1ccccc1NC(=O)COC(=O)c1ccc(S(C)(=O)=O)c([N+](=O)[O-])c1
→ -32%&-96%, 0%, ?, 1, -19%, ?, -12%, -2%, -24%, ?, 14µM*
CC(=O)N1CCc2cc(S(=O)(=O)NC(CC(C)C)C(=O)Nc3cc(C(=O)O)ccc3C)ccc21 (stereo not given)
→ 3%, -2%, 0%, -3, -4%, 7%, 5%, 4%, 0%, 0%, 10%
Cc1nc(C)c(-c2ccc(SCC(=O)Nc3ccc(F)cc3F)nn2)s1
→ -16%, -7%, 18µM*, 8, -2%, -4%, -6%, ?, -2%, -7%, 27%
COc1cc(/C=C2\SC(N)=NC2=O)ccc1O
→ 0%, -7%, 10µM*, -1, -4%, ?, -110%[inhibitor], ?, 1%, -22%, 7%
COc1cccc(N=Cc2nc(-c3ccccc3)oc2OC(C)=O)c1
→ -10%, 1%, ?, 8, 1%, ?, 5%, ?, -2%, 1%, 14%
Cc1nc(SC2CC(=O)N(c3ccccc3)C2=O)nc2c1CCCC2 (stereo not given)
→ -3%, -3%, 11%, -1, -2%, 2%, 0%, 0%, 1%, -5%, -11%

Screening results deposited in PubChem by National Center for Advancing Translational Sciences (NCATS).
